Screening results (PubChem BioAssay)
AddAB inh = growth inhibition of E. coli expressing H. pylori AddAB, primary screen, AddAB inhibitor project, absorbance; actives 0.29% (n = 330,000); inhibition, % at 11.9 µM; in the data active = inhibition above about 12%;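 note: 0% = vehicle wells of infected cells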
phage Ecoli inh = growth loss of phage-infected E. coli, primary screen, RecBCD inhibitor project, absorbance, with phage, HTS | actives 0.26% (n = 360,000) | inhibition, % at 11.9 µM; in the data active = inhibition above about 11%
PfHsp90 set2 = growth inhibition of PfHsp90-expressing yeast, primary screen, antimalarial PfHsp90 inhibitor project, S. cerevisiae, BacTiter-Glo luminescence, single point, set 2 | BacTiter-Glo ATP, 48 h; yeast lacking PDR1 and PDR3 efflux regulators | inhibition, % at 9.4 µM | actives 0.32% (n = 310,000);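 active = every replicate shows inhibition above about 80%, whatever the replicate mean, limit read from the data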;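 note: 0% = DMSO neutral controls and 100% = 20 µM radicicol positive controls; yeast relying on Plasmodium falciparum Hsp90 in place of its own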
E coli growth = E. coli V3065 growth inhibition, primary screen, counter-screen for AddAB inhibitor project, absorbance, OD600. inhibition, % at 11.9 µM. 18 h. actives 0.27% (n = 330,000). AID 449728, 2010;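 active = inhibition above the campaign's mean inhibition across all tested compounds plus 3 SD, cut at about 9.9% in these data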;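 note: uninfected addAB+ strain grown without phage in ampicillin broth; 0% = DMSO wells and 100% = ciprofloxacin 0.95 µg/ml wells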
CAL PDZ inh = CAL PDZ peptide-binding inhibitors, primary screen, biochemical, fluorescence polarization, Cer-tagged CAL PDZ, HTS | Golgi-associated PDZ and coiled-coil motif-containing protein (Homo sapiens), Q9HD26 | actives 0.02% (n = 330,000) | AID 504414, 2011 | purified CAL PDZ, TMR-peptide fluorescence polarization, 1 h | inhibition, % at 20 µM;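 active = highest replicate inhibition of at least 40%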;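 note: plate controls were DMSO neutral control wells for no effect and unlabeled competitor peptide control wells for full effect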
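System: tagged CAL PDZ domain. Schedule: 1 h room-temperature incubation prior to read. Signal: fluorescence polarization (mP). Measure: percent inhibition from loss of millipolarization.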
Rtt109 HAT inh = inhibitors of C. albicans Rtt109/Vps75 HAT, primary screen, biochemical, ThioGlo CoA-SH fluorescence, plate reader | actives 0.16% (n = 330,000) | inhibition, % at 34.9 µM | purified Rtt109/Vps75, 4 h | Histone acetyltransferase RTT109 (Candida albicans (strain SC5314 / ATCC MYA-2876)), … | AID 540336, 2011;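 active = inhibition of at least 50% in every replicate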
Target sequence (Q5AAJ8 whole entry, looked up): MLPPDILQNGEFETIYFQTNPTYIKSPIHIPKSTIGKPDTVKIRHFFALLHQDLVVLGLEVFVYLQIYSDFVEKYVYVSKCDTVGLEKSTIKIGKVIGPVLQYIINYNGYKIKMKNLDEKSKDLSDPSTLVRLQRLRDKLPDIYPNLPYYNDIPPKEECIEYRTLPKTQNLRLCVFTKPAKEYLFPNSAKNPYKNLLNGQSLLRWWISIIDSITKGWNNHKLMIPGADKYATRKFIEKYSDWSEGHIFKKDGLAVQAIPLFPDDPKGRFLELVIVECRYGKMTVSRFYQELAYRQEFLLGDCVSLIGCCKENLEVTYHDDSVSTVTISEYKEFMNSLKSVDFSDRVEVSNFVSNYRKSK
PvdQ acylase = P. aeruginosa PvdQ acylase inhibitors, primary screen, biochemical, fluorescence, plate reader and imaging, single point; PvdQ acylase [Pseudomonas aeruginosa LESB58]; purified PvdQ acylase; inhibition, % at 10 µM; actives 0.063% (n = 340,000); in the data active = inhibition above about 30%, passing the limit was not always enough;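 note: 0% = vehicle neutral wells and 100% = reference inhibitor wells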
Wnt bcat act = Wnt/beta-catenin pathway activators, primary screen, cell-based, plate reader, single point; Wnt/beta-catenin reporter cell assay, activator; activation, % at 9.35 µM; actives 1.2% (n = 300,000); AID 743398, 2014; in the data active = activation above about 30%, passing the limit was not always enough;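 note: 0% = neutral control wells and 100% = positive control wells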
DAGLB inh = DAGLB lipase inhibitors, primary screen, biochemical, fluorescence, HTS. Diacylglycerol lipase-beta (Homo sapiens), Q8NCG7. HEK293T DAGLB membrane lysate, EnzChek fluorogenic substrate. inhibition, % at 5.17 µM. actives 0.059% (n = 340,000). AID 504411, 2011; in the data active = inhibition above about 34%;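 note: 0% = enzyme with vehicle and 100% = wells lacking enzyme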
Tat export inh = E. coli Tat export inhibitors, primary screen, MC4100, TorA-mCherry reporter, fluorescence, single point | inhibition, % at 10 µM | actives 0.036% (n = 340,000) | AID 488895, 2010;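 active = mean replicate inhibition at least 50% and at least half of replicates individually reaching 50%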;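 note: exported cargo escapes ClpAP degradation while cytoplasmic cargo is degraded and loses fluorescence; 0% = median of neutral control wells and 100% = median of NaSCN control wells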
* = called active by the depositor; . = not tested or not shown.

structure,AddAB inh,Tat export inh,Rtt109 HAT inh,DAGLB inh,CAL PDZ inh,PvdQ acylase,E coli growth,Wnt bcat act,PfHsp90 set2,phage Ecoli inh
CCN(CC)CCn1c(NCc2ccco2)nc2ccccc21,1.3,4,4,-2,1.4,-18,-1.3,-2,-14,1.6
c1coc(CN2CN=C(Nc3nc4ccccc4s3)NC2)c1,1.8,-6,5,1,-3.6,-11,-0.6,18,-33,2.5
Cc1ccc(CNC(=O)C(Cc2ccccc2)NS(=O)(=O)c2ccc(Br)s2)cc1 (stereo unspecified),-0.3,1,-1,-1,-0.9,-11,-0.6,-3,23,3.1
O=C(O)c1ccc(N/N=C/c2ccc(F)c(F)c2)cc1,5.1,6,4,5,-1.7,-12,1.7,11,-47,3.0
O=C(CN1CCN(c2cccc(Cl)c2)CC1)NC1CCCc2ccccc21 (stereo unspecified),2.4,13,-1,-3,-0.3,-4,3.0,4,2,2.8
NC(=O)C1CCN(C(=O)COc2ccc(S(=O)(=O)NC3CCCC3)cc2)CC1,-3.9,-3,2,2,0.1,-1,-1.2,3,11,0.6
CCOc1ccccc1NC(=O)CS(=O)(=O)c1cn(CC(=O)N2CCOCC2)c2ccccc12,1.7,-3,-6,2,-2.4,-14,1.6,-1,7,2.6
Cc1nn(C)c(C)c1NC(=O)c1ccccc1NC(=O)Nc1ccccc1,2.7,-4,-11,-7,-0.1,5,0.6,5,8,2.5
c1ccc(CSc2nnc(-c3ccncc3)o2)cc1,0.2,8,5,-1,-1.3,11,0.0,.,.,5.4
Cc1ccc(NC(=O)CS(=O)CC(=O)NCC2CCCO2)cc1 (stereo unspecified),0.2,-6,-1,-1,0.0,-11,-2.3,-4,.,0.8
COc1ccc2c3n(nc2c1)CCN=C3c1ccc(Cl)cc1,2.8,5,-8,0,-0.5,-3,0.3,1,-12,0.3
COc1ccc(Br)cc1CN(C)C(=O)c1cnc(C)cn1,-0.2,-15,-2,-1,-0.8,-12,-2.5,1,5,-0.6
CC(C)C(=O)Nc1ccc(O)c(-c2csc(N)n2)c1,2.9,5,-6,-1,0.5,-17,-0.8,15,3,1.7
Cc1cc(C(=O)NCCc2ccc(Cl)cc2)c2ccccc2n1,4.2,2,-7,-1,-2.4,-4,-0.3,-1,-5,3.0
COc1ccc(NC(=O)c2cc(-c3ccco3)on2)c(OC)c1,1.2,-6,-17,0,-1.6,-10,0.1,-1,-3,1.2
O=C(NN(Cc1ccccc1)Cc1ccccc1)c1ccccc1,.,4,-8,-1,-1.1,-4,.,1,7,3.5
Cc1csc(=O)n1CC(=O)Nc1ccc(Cl)cc1F,1.0,-3,3,-1,-1.2,-4,-0.7,-4,7,4.5
O=C(O)CSCC(=O)N1CCN(Cc2ccc3c(c2)OCO3)CC1,1.0,1,-4,-2,-1.7,-10,-0.7,.,-19,.
O=C(NCCc1ccccc1)c1c[nH]c2c(F)cccc2c1=O,-1.5,-3,-4,3,-3.4,-2,-1.6,4,-8,1.6
Cc1c(Cl)cccc1NC(=O)CCS(=O)(=O)c1cccc2nonc12,1.1,4,2,-1,-2.6,0,-0.3,-1,2,0.5
C#Cc1ccc([C@@H]2C=C(C(=O)N3CCN(Cc4ccccc4)CC3)O[C@H](OCCCCO)C2)cc1,0.3,4,10,-4,0.1,2,-1.9,.,-9,.
Cc1oc(-c2cccc(Cl)c2)nc1CN(C)C1CCOC1 (stereo unspecified),0.2,-2,3,-1,-0.6,-2,-1.8,13,2,3.0
COc1ccc2c(c1)OC[C@H]1[C@H]2N2C(=O)CN(CCc3c[nH]c4ccccc34)C(=O)[C@@]2(C)[C@H]1c1ccccc1,2.5,3,5,-2,-0.1,-4,2.0,-4,29,2.7
Cc1cc(C)cc(NC(=O)COC(=O)COc2ccc(N(C)S(=O)(=O)c3cccs3)cc2)c1,-0.1,6,1,-4,0.0,-16,1.5,3,.,3.0
COC(=O)c1cccc(NC(=O)NC2CCCN2S(=O)(=O)c2ccc(Cl)cc2)c1 (stereo unspecified),.,4,7,2,-4.7,-13,.,.,-15,1.1
O=C(Nc1nc2ccccc2s1)C1CC(=O)N(c2ccccc2)C1 (stereo unspecified),1.9,-7,-1,-1,.,6,0.5,1,.,3.4
c1ccc(CCNCC2COc3ccccc3O2)cc1 (stereo unspecified),0.4,1,0,0,-0.7,4,0.9,2,13,5.6
CC(C)[C@H]1C=C(C(=O)O)O[C@@H](OCCCCO)C1,3.2,-8,-9,0,-0.5,-6,-1.0,2,.,1.8
OCC[C@@H]1C[C@@H](O)[C@H](O)[C@]2(CCCO2)O1,3.1,-8,0,0,0.0,-23,-1.3,-3,.,-0.5
COc1ccccc1NS(=O)(=O)c1cc(NC(=O)CN2C(=O)NC3(CCCC3)C2=O)ccc1C,0.5,-7,-1,-5,-0.6,-4,0.1,-2,-1,1.4

Overlap with the part before: two compounds, followed by the next part.
structure,AddAB inh,Tat export inh,Rtt109 HAT inh,DAGLB inh,CAL PDZ inh,PvdQ acylase,E coli growth,Wnt bcat act,PfHsp90 set2,phage Ecoli inh
OCC[C@@H]1C[C@@H](O)[C@H](O)[C@]2(CCCO2)O1,3.1,-8,0,0,0.0,-23,-1.3,-3,.,-0.5
COc1ccccc1NS(=O)(=O)c1cc(NC(=O)CN2C(=O)NC3(CCCC3)C2=O)ccc1C,0.5,-7,-1,-5,-0.6,-4,0.1,-2,-1,1.4
CCOC(=O)c1c(C)[nH]c2cc(Br)c(O)cc12,-0.6,-5,13,-4,-1.3,-9,-1.0,48*,.,2.9
C[C@@]12C(=O)N(Cc3ccco3)CC(=O)N1[C@H]1c3ccccc3OC[C@@H]1[C@@H]2c1ccccc1,4.1,-1,-2,-2,0.2,-6,0.8,-3,22,3.1
Cc1cc(C)c(C)c(S(=O)(=O)N2CCN(C(=O)c3ccccc3OCc3c(C)noc3C)CC2)c1C,0.4,7,5,-3,-0.8,-8,-0.5,-4,14,-0.3
COc1cccc(-c2onc3ccc(C(=O)/C=C/N(C)C)cc23)c1,0.1,1,-19,4,-19,-14,0.2,2,-22,0.4
CCCn1c(SCC(=O)c2cc(C)n(C3CC3)c2C)n[nH]c1=O,-2.0,-2,3,-4,-0.2,-9,2.6,7,-39,7.1
COc1ccccc1CNC(=O)C(NC(=O)c1ccccc1)C(C)C (stereo unspecified),2.9,-13,-1,-2,-0.8,-9,0.9,-1,-7,0.8
CN(C)S(=O)(=O)c1cccc(NC(=O)COC(=O)C2CCN(C(=O)c3ccc(F)cc3)CC2)c1,1.5,-9,-7,0,-0.9,-20,-1.4,-1,9,2.8
CC(=O)N1CCc2cc(S(=O)(=O)NCCC(=O)Nc3cccc(C)c3C)ccc21,-0.5,-5,-3,-2,-0.7,-15,-1.2,.,12,0.8
COCCCNC(=O)c1cc(C(=O)Cc2ccccc2)c[nH]1,0.2,-1,-19,0,-0.9,-15,0.5,5,5,2.7
O=Cc1c[nH]c2ccc(C(=O)c3ccccc3)cc12,-2.0,8,5,-3,-2.1,-26,-2.2,1,8,-0.6
COc1ccccc1N1C(=O)c2cccc3c(N(C)CCO)ccc(c23)C1=O,-1.6,-8,17,-13,-0.5,7,-1.5,0,0,2.9
CCc1cc(C(=O)NNC(=O)CCN2CCN(c3ccccc3)CC2)sc1C,-1.5,-15,-12,-3,-0.8,0,0.9,4,0,2.3
C[N+]1(CCCOC(=O)C2(c3ccccc3)CCCC2)CCOCC1,5.7,-11,7,0,-1.7,2,1.2,-1,26,1.7
O=C(Nc1ccccc1Cl)c1cccc(NC(=O)C2C3CC4OC(=O)C2C4C3)c1 (stereo unspecified),-0.7,3,-5,1,-0.4,-13,0.3,.,.,1.3
Cn1cccc1CC(=O)N/N=C/C=C/c1ccccc1,-0.4,-6,4,1,-2.0,-6,-3.1,.,-6,3.3
O=C(Nc1ccccc1)Nc1nncs1,2.2,6,-4,-1,-1.0,-2,-2.4,.,24,0.0
Cc1cccnc1NC(=S)NC(=O)/C=C/c1ccccc1,0.1,1,-3,-1,-0.8,-6,0.8,20,0,4.0
Cc1ccc(N(CC(=O)NCc2ccc(F)cc2)C(=O)c2csnn2)c(C)c1,2.8,-2,9,-1,-2.7,-11,1.9,-1,15,2.7
CC(C)(C)OC(=O)Cn1c(=O)cnc2ccccc21,0.5,2,-8,-3,-0.9,-12,1.2,.,18,2.4
COC(=O)Cn1cnc(=O)c(C#N)c1/C=C/N(C)C,.,-4,15,5,0.5,7,.,.,-2,3.0
CCC(C(=O)O)n1cnc2scc(-c3ccc(C)c(C)c3)c2c1=O (stereo unspecified),0.8,-3,-8,0,-0.5,-5,0.7,2,31,1.2
Cc1c(C)c(C)c2[nH]c(-c3ccc4c(c3)OCO4)nc2c1C,0.7,3,.,-4,-3.2,-8,-2.1,.,19,.
Cc1ccc(CN2CCCCC2C(=O)Nc2ccc(Oc3cccnc3)cc2)o1 (stereo unspecified),-0.7,-1,6,-3,15,-20,-2.6,-2,6,2.0

As entered above:
Result of COCCCNC(=O)c1cc(C(=O)Cc2ccccc2)c[nH]1 in AddAB inh: 0.2
Result of Cc1c(C)c(C)c2[nH]c(-c3ccc4c(c3)OCO4)nc2c1C in E coli growth: -2.1
